USP1 inh: inhibitors of human USP1/UAF1 deubiquitinase | O94782 | recombinant USP1/UAF1, Ub-Rhodamine cleavage fluorescence | Potency, µM (highest dose often 57.1 µM), for inactives: top-dose activity change, negative = inhibition, actives largely listed as inhibitors | actives 0.23% (n = 390,000) | AID 743255; also: potency is read from the fitted curve at half-maximal effect; % is scaled to controls: 0 for no effect and ±100 for the full control effect; nearly all actives have a fitted effect of over 60% in size; inactives centre near -12
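USP1/UAF1 complex at 1 nM was preincubated with compound for 15 min at room temperature, then Ub-Rho substrate (150nM final) was added. Fluorescence (480/540 nm) was read kinetically, 6 reads every 60 seconds.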
TrxR1 substrate: substrates of rat thioredoxin reductase 1; O89049; purified TrxR1 substrate turnover, NADPH consumption readout; Potency, µM (highest dose often 114 µM), inactives show at the top dose activity change, negative = substrate turnover; actives 0.01% (n = 390,000); AID 588456; also: potency is read from the fitted curve at half-maximal effect; % is scaled to controls: 0 for no effect and ±100 for the full control effect; nearly all actives have a fitted effect of over 50% in size
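Rat TrxR1, dispensed at 90 nM, was prereduced with 400 uM NADPH (final) for 5 min at ~22 deg C, then incubated with compound 15 min before 400 uM selenite. A first-read NADPH fluorescence drop versus no-compound background flagged substrates.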
LDHA inh: inhibitors of human lactate dehydrogenase A; AID 1347041; activity change, % (values are at about 110 or 230 µM); purified LDHA, NADH/diaphorase-resazurin fluorescence; hits give low values; actives 0.15% (n = 480,000); in the data active = activity change below about -30%; inconclusive = mostly about -25% to -30%;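 also: plate controls were DMSO wells for no effect and wells without enzyme for full effect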
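Human LDH5 at 2 nM final in Tris HCl pH 7.4 with 0.06 mM NADH and 0.2 mM pyruvate, reacted 5 minutes at room temperature. Remaining NADH coupled via diaphorase/resazurin; resorufin fluorescence read at 0 and 20 minutes, normalized to enzyme-free and DMSO wells.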
Glioma ERSR ind: inducers of ER stress response in human glioma cells | U87-MG GRP78 promoter luciferase reporter, 16 h | Potency, µM, for inactives: top-dose activation, actives largely listed as activators | actives 0.02% (n = 420,000); also: potency is read from the fitted curve at half-maximal effect; series mostly up to about 76 µM; % of control where 0% means no effect; nearly all actives have a fitted effect of over 35% in size
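Stably transfected U87-MG glioma cells carrying a GRP78-based luciferase sensor; 16 h compound incubation. Luminescence end-point read 10 min after Bright-Glo addition at room temperature.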
Vif-A3G inh: blocks the Vif interaction with human APOBEC3G; Q9HC16; HeLa A3G-eYFP + Vif (tagged APOBEC3G with the HIV-1 protein that degrades it), YFP fluorescence, overnight; Potency, µM (series often up to 46.1 µM), without a hit: at the highest dose activity, negative = active, most hits filed as inhibitors; actives 0.076% (n = 410,000);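 also: potency is read from the fitted curve at half-maximal effect; % is scaled to controls: 0 for no effect and ±100 for the full control effect; nearly all actives have a fitted effect of over 60% in size; hits raise eYFP signal because A3G escapes Vif-driven loss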
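HeLa cells stably expressing Vif and C-terminally eYFP-tagged A3G, seeded overnight at 37 deg C, then exposed to compound by pintool overnight at 37 deg C. Rise in yellow fluorescence (Ex 488/Em 500-530, Acumen) marks blocked Vif-driven A3G degradation.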
Vif-APOBEC3F blk: Vif-A3F binding inhibition; AID 602313; Potency, µM (doses to about 46.1 µM), for the others: at the top dose activity, negative = active; HeLa A3F-eYFP + Vif (tagged APOBEC3F with the HIV-1 protein that degrades it), YFP fluorescence increase; actives 0.2% (n = 390,000); also: potency is read from the fitted curve at half-maximal effect; % of control where 0% means no effect; nearly all actives have a fitted effect of over 65% in size
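HeLa cells stably expressing A3F-eYFP plus Vif, plated and incubated overnight at 37 deg C, then exposed to compounds overnight at 37 deg C. Blocked degradation read as raised yellow fluorescence (Ex 488/Em 500-530).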
PI4K2A inh: blocks human PI4K2A kinase activity; AID 1346378; purified PI4K2A, ADP-Glo luminescence, 1 h; hits give low values; Q9BTU6; activity change, negative = inhibition, % at 76.9 µM; actives 0.13% (n = 420,000); in the data active = activity change below about -50%; inconclusive = mostly about -30% to -49%;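 also: -100% = wells without enzyme as full effect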
Target sequence (Q9BTU6 whole entry, looked up): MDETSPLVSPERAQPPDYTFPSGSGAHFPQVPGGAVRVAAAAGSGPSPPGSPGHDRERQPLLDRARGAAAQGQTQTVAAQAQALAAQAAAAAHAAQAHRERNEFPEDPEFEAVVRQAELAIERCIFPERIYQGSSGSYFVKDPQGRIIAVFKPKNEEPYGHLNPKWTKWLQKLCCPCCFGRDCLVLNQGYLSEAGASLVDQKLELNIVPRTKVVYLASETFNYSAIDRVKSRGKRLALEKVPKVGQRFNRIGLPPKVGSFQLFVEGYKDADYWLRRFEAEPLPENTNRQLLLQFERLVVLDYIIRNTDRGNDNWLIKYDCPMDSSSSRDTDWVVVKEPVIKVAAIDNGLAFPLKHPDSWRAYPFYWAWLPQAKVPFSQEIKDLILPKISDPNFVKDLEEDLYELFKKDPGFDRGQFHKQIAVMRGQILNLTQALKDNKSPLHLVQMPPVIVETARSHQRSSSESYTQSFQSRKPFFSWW
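PI4K2A activity was measured by ADP-Glo luminescence: enzyme (4 ug/mL stock) and phosphatidylinositol (1.2 mM stock) in Tris pH 7.5/MgCl2/EGTA/Triton X-100 buffer were reacted with ATP (300 microM stock) for one hour at ambient temperature.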
IDH1 R132H inh: blocks human mutant IDH1 R132H enzyme | IDH1-R132H enzyme, NADPH consumption, diaphorase/resazurin fluorescence | Potency, µM (series often up to 76.6 µM), inactives show at the highest dose activity change, negative = inhibition, usual class: inhibitors | actives 0.093% (n = 390,000) | AID 602179; also: potency is read from the fitted curve at half-maximal effect; % is scaled to controls: 0 for no effect and ±100 for the full control effect; nearly all actives have a fitted effect of over 65% in size
Target sequence (O75874 whole entry R132H, stated change not applied): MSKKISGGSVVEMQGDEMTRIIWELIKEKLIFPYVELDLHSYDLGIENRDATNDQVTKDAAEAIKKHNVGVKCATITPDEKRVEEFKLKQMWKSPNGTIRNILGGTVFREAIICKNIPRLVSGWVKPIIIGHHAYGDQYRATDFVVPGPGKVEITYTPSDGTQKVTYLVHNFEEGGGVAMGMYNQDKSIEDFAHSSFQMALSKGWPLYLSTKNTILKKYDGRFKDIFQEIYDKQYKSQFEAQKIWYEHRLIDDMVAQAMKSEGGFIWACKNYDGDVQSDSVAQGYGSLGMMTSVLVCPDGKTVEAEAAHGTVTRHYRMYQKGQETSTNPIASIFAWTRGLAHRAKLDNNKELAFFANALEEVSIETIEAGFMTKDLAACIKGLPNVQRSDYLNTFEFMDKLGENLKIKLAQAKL
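IDH1-R132H (0.5 ug/mL dispensed) in pH 7.5 Tris buffer was preincubated 30 min with compound, then given a substrate mix of 0.016 mM NADPH and 2 mM alpha-KG for 80 min at room temperature; remaining NADPH was read by diaphorase/resazurin fluorescence.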
RXFP1 ag: agonists of human relaxin receptor RXFP1; Potency, µM (doses to about 57.5 µM), without a hit: at the top dose activation, hits mostly activators; HEK293T-RXFP1 cAMP TR-FRET, 30 min; response scale: percent of porcine relaxin response, buffer zero; AID 2676; Q9HBX9; actives 0.3% (n = 370,000); also: potency is read from the fitted curve at half-maximal effect; % is scaled to controls: 0 for no effect and ±100 for the full control effect; nearly all actives have a fitted effect of over 60% in size; many of its hits are not listed in these tables
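cAMP rise read by TR-FRET after 30 min, 37C compound exposure (up to 58 uM) in RXFP1-transfected HEK293 cells with Ro 20174 present. EC50 from Hill-equation fits, with 29 nM porcine relaxin as 100% and buffer as basal.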
The depositor's hits bear a star; ? = inconclusive; . = not tested or not shown; [ ] = dose if it differs, or a comment. Unless noted, calls follow the shape of the dose curve; as a rule, active = well fitted curve in the direction sought with a large enough effect; inconclusive = small, poorly fitted or top-dose-only effect, or another doubt; inactive = no such curve, though single readings can be large; an effect the other way counts as inactive or inconclusive. These rows are one share of the data. The share of hits here may be higher or lower than overall.

compound,USP1 inh,TrxR1 substrate,LDHA inh,Glioma ERSR ind,Vif-A3G inh,Vif-APOBEC3F blk,PI4K2A inh,IDH1 R132H inh,RXFP1 ag
Cc1nc(-c2ccc(Cl)cc2)sc1CCNC(=O)c1ccc(C(F)(F)F)cc1,-4%,9%[57.1 µM],-1,-2%,-1%,-1%,-2,-15%,0.3%
Nc1nc(-c2ccccc2)c(-c2ccccc2)n1N,-26%,10%,-2,?,-12%,?,5,0%,0.0%
O=C(NCCc1c[nH]c2ccccc12)c1c(Cl)nc2sccn12,-11%,-1%,-6,1%,0%,1%,-14,-4%,4.0%
O=C(c1ccco1)N1CCN(C(=O)c2cnn(-c3ccc(Cl)cc3)c2C2CCNCC2)CC1,?,8%,0,0%,-13%,-11%,2,2%,0.4%
C[C@H]1CCCCO[C@H](CN(C)CC2CCCCC2)[C@@H](C)CN([C@@H](C)CO)C(=O)c2cc(NS(=O)(=O)c3ccccc3)ccc2O1,-15%,.,-8,-2%,-8%,-1%,5,-5%,.
O=C(Nc1ccccc1)c1cnc(-c2ccccc2)nc1-c1ccccc1,-13%,8%[57.1 µM],-4,13%,-23%,-17%,0,9%,-0.9%
CC(=O)c1c(Cl)nc2ccc(Br)cc2c1-c1ccccc1,-15%,-3%,-5,-2%,-1%,-11%,-2,2%,-1.4%
Cc1ccc(SCC(=O)NC2CC3CCC(C2)N3C)cc1 (stereo not drawn),-26%,4%,-11,3%,-11%,-22%,0,0%,0.3%
O=C(CSc1nc2ccccc2n1Cc1cccc(F)c1)N1CCN(c2ccc(F)cc2)CC1,-23%,6%,-3,-2%,0%,2%,5,-13%,2.3%
CC1=NOC(=O)/C1=C\c1ccc(-c2ccc(Br)cc2C(=O)O)o1,-22%,1%[57.1 µM],9,-3%,-6%,-7%,-9,7%,6.1%
O=C(NCCCC(NC(=O)OCc1ccccc1)C(=O)O)OCc1ccccc1 (stereo not drawn),-24%,1%,-7,-2%,-1%,2%,3,0%,2.0%
CC(=O)c1ccc(S(=O)(=O)NCCC(=O)OCC(=O)N2CCCC2=O)cc1,-20%,1%[57.1 µM],-2,3%,0%,3%,0,-5%,-2.4%
CC(Oc1ccc2c3c(c(=O)oc2c1)CCCC3)C(=O)NCCCn1ccnc1 (stereo not drawn),-21%,37%[activator],-3,-1%,-5%,-6%,3,2%,0.6%
CC12c3ccccc3C(c3ccccc31)C1C(=O)N(Cc3cccnc3)C(=O)C12 (stereo not drawn),-15%,10%,-3,-3%,-5%,-3%,-4,13%,-4.8%
CC(=O)c1cc(F)ccc1OCC(=O)N1CCCc2ccccc21,-25%,-4%,-14,-2%,1%,-21%,-6,-10%,0.3%
O=c1[nH]c2cc3c(cc2cc1CN(Cc1ccc2c(c1)OCO2)Cc1nnnn1CC1CCCO1)OCO3 (stereo not drawn),-11%,28%,14,-2%,0%,-5%,-8,4%,2.8%
Cc1ccc(OCCC(=O)OCC(=O)NC(=O)NC2CCCCC2)cc1,-4%,-17%,-3,1%,3%,-22%,1,3%,-1.6%
CCOC(=O)CCNc1n[nH]c(=O)[nH]c1=O,-8%,4%,-6,-4%,0%,0%,3,3%,0.0%
COc1cccc(NC(=O)Nc2ccc3c(c2)CCC3)c1,-13%,5%,-8,8%,-1%,-12%,1,-6%,-1.0%
CCc1ccc(-c2nc(SCC(=O)NC3CCS(=O)(=O)C3)n[nH]2)cc1 (stereo not drawn),-24%,-1%,-8,0%,1%,3%,-2,7%,2.2%
CC(C)(C)OC(=O)NCCCC[C@H](NC(=O)c1nc[nH]c1C(=O)NCC(=O)OCc1ccccc1)C(=O)OC(C)(C)C,0%,-20%,0,-2%,-4%,-3%,7,9%,-0.1%
COc1cccc(NC(=O)c2ccnc(N3CCC(C(=O)NCc4cc(OC)ccc4OC)CC3)c2)c1,-14%,77%[activator],-1,-4%,1%,-4%,5,0%,0.7%
O=C(COC(=O)c1nc(Cl)ccc1Cl)NC1CCCCCC1,-17%,1%,-1,-4%,0%,0%,-1,6%,1.3%
O=C1OC2(CCCC2)OC(=O)C1=Cc1c[nH]c2ccccc12,-12%,-8%,-2,1%,-2%,13%,-6,1%,8.2%
CCCC(=O)Nc1ccc(C#Cc2ccccc2)cc1,-16%,1%,-4,13%,-12%,-1%,-4,7%,-1.0%
O=C(O)COCC(=O)Nc1ccc(-n2nc(C(F)(F)F)cc2-c2cccs2)cc1,-12%,6%,-4,-4%,-1%,6%,0,-6%,0.7%
CC(=O)N/C(=C/c1cccnc1)C(=O)Nc1ccc(Cl)cc1,20%,-4%,1,-4%,-1%,-1%,-2,2%,-1.2%
CCOC(=O)c1cc(NC(=O)/C=C\C(=O)O)ccc1Cl,-22%,-7%[57.1 µM],-1,-4%,-4%,3%,3,3%,-1.2%
Cn1c(N)c(C(=O)CSc2n[nH]c(-c3ccccc3)n2)c(=O)n(C)c1=O,-16%,-5%,-3,-4%,0%,2%,-3,2%,7.1%
Cc1cc(C)cc(NC(=S)N2CCN(c3ncccn3)CC2)c1,-3%,-5%,-7,-2%,0%,3%,-7,2%,0.1%
CC(CC12CC3CC(CC(C3)C1)C2)NCc1ccccc1O (stereo not drawn),-20%,1%,-3,-4%,3%,-17%,2,-2%,1.7%
O=C(c1ccc2[nH]ccc2c1)N1CCCC(Nc2ccccc2)C1 (stereo not drawn),-2%,-1%,-2,-3%,0%,4%,-7,-16%,0.0%
Cc1sc2ncn(CC(=O)N3CCC(C(N)=O)CC3)c(=O)c2c1S(=O)(=O)N1CCOCC1,-15%,1%,-7,4%,0%,-18%,-1,-13%,4.7%
O=C(NC(=S)Nc1ccc2[nH]c(=O)[nH]c2c1)c1ccccc1[N+](=O)[O-],-12%,-7%,4,-5%,1%,3%,-4,9%,3.7%
COc1ccc(C2=NN(CCC(=O)NC3CCC(C)CC3)C(=O)CC2)cc1 (stereo not drawn),?,1%,-4,-1%,1%,-5%,9,-9%,3.7%
CC(=O)Nc1ccc(NC(=O)CN2C(=O)COc3ccc(S(=O)(=O)N4CCCCC4)cc32)cc1,-22%,5%,-5,-7%,4%,-13%,-4,-6%,-0.1%
CCn1nc(NC(=O)Cc2ccc(OC)cc2)c2cc3cccc(C)c3nc21,7%,39%,-3,-4%,1%,1%,0,26%,4.9%
Cc1[nH]c2ccccc2c1C(=O)C(=O)NCc1nnnn1-c1ccc(F)c(F)c1,-21%,.,0,-3%,-1%,0%,-2,3%,.
Nc1nc2c(nc(N3CCCCC3)n2[C@@H]2O[C@H](CO)[C@@H](O)[C@H]2O)c(=O)[nH]1,-18%,2%,-2,-2%,-1%,9%,2,-2%,0.0%
Nc1ccc(SCc2nc3cccc4c3n2CCC4)cc1,-11%,4%[57.1 µM],2,-12%,2%,4%,1,-1%,-1.0%
CCOC(=O)c1c(NC(=O)Cn2nc(C(=O)O)c3ccccc3c2=O)sc(CC)c1C,-25%,-9%,-8,0%,-12%,-5%,3,-12%,0.9%
C/C=C/c1cc(CN2CCN(c3ccc(OC)cc3)CC2)c(O)c(OC)c1,-7%,3%[57.1 µM],1,-3%,1%,1%,-5,-8%,-1.6%
CN1CCN(c2nc(-c3ccncc3)nc3ccccc23)CC1,-2%,-2%,-1,3%,4%,7%,-3,7%,0.7%
N#CC1=C(N)Oc2cc(N)ccc2C1C1CCCCC1 (stereo not drawn),-5%,1%,1,-8%,-36%,1%,-4,-5%,3.3%
O=C(O)C1C=CC(C(=O)O)c2ccccc21 (stereo not drawn),-2%,.,-4,-2%,2%,3%,-1,21%,.
Cc1cc(NC(=O)Cn2cnc3sc(C)c(-c4ccccc4)c3c2=O)no1,-7%,-3%,-15,-1%,-2%,-14%,1,15%,0.0%
Cc1ccc(S(=O)(=O)CC(=O)Nc2ncc([N+](=O)[O-])s2)cc1,?,-7%,-9,3%,-1%,-1%,0,23%,-1.2%
CC1=CN(S(=O)(=O)c2ccc(C)cc2)C[C@@H]2c3ccccc3N(S(=O)(=O)c3ccc(C)cc3)[C@H]12,-19%,-2%,-7,-2%,7%,8%,-3,16%,.
COc1ccc(C)cc1S(=O)(=O)NCC(c1ccco1)N1CCc2ccccc2C1 (stereo not drawn),-7%,-5%,-2,-4%,-6%,3%,1,1%,0.7%
COc1ccc(S(=O)(=O)N2CCCC(C(=O)Nc3ccc(NC(=O)c4ccccn4)cc3)C2)cc1 (stereo not drawn),-14%,6%,3,0%,-10%,1%,11,4%,-0.4%
Cc1ccc(Cl)cc1NC(=O)Cn1c(=O)n(CCC(=O)NCc2ccc3c(c2)OCO3)c(=O)c2sccc21,?,-3%,-9,-4%,-2%,0%,0,-11%,29%

Assay outcomes as filed in PubChem.
